GSTO1 counter: GSTO1 inhibition, counter-screen for RBBP9 inhibitors; AID 1974; inhibition, % at 5.96 µM; 300,000 compounds, 1.1% hits; P78417; recombinant GSTO1, activity-based probe fluorescence polarization;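 active = inhibition above the campaign mean inhibition plus 3 SD, cut at about 35% in these data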;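 note: 0% = GSTO1-1 with DMSO and 100% = wells lacking GSTO1-1 enzyme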
PAD4 inh: blocks human protein arginine deiminase 4. recombinant PAD4, RCA probe fluorescence polarization. inhibition, % at 6.36 µM. 330,000 compounds, 0.41% hits;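 active = percent inhibition above a cutoff equal to the mean of all tested compounds plus 3 SD, cut at about 15% in these data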;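 note: 0% = PAD4 with RCA probe and DMSO and 100% = probe without PAD4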
Target sequence (Q9UM07 whole entry, looked up): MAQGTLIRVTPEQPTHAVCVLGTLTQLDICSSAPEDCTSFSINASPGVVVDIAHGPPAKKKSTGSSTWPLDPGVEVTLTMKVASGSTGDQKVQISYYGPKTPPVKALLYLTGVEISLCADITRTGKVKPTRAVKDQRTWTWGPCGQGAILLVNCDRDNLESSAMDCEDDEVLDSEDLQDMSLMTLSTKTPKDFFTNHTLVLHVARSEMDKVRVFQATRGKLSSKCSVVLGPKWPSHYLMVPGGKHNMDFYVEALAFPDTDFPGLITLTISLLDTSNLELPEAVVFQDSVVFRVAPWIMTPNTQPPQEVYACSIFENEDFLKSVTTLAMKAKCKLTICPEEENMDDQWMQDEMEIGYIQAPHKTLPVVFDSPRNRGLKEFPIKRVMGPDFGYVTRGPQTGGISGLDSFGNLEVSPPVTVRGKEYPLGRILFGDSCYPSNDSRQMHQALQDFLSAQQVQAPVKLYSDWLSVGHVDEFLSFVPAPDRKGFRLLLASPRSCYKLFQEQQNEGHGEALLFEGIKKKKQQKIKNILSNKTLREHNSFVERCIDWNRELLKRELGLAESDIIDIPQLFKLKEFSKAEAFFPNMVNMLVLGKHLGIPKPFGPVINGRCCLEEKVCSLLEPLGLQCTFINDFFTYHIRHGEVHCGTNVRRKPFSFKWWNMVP
PREPL inhibitor: human PREPL enzyme inhibition | Q4J6C6 | recombinant PREPL, fluorescence polarization activity-based probe | inhibition, % at 5.96 µM | 320,000 compounds, 0.68% hits | AID 2751; in the data active = inhibition above about 43%;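 note: 0% = enzyme with DMSO and 100% = wells lacking enzyme; many of its hits are not listed in these tables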
PME-1 primary: PME-1 (human) inhibition. AID 2130. recombinant PME-1, FP-Rh probe fluorescence polarization. inhibition, % at 5.9 µM. 320,000 compounds, 0.53% hits. Q9Y570;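 active = inhibition above the campaign mean of all compounds plus 3 SD, cut at about 26% in these data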;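 note: competitive labeling of PME-1 active site by serine hydrolase directed probe; 0% = PME-1 with DMSO and 100% = wells lacking PME-1 enzyme; inhibitors block probe labeling so polarization falls and inhibition rises; many of its hits are not listed in these tables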
Target sequence (Q9Y570 whole entry, looked up): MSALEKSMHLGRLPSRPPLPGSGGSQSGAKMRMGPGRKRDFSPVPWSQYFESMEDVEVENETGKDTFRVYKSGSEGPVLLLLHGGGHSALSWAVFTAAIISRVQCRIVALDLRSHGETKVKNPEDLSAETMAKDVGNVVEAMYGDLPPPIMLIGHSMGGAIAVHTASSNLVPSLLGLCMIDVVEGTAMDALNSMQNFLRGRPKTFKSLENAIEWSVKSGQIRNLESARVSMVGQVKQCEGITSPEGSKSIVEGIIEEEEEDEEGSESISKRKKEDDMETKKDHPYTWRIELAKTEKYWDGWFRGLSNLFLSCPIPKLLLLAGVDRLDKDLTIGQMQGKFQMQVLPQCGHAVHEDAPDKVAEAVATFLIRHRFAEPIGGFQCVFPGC
LYPLA1 counter: counter-screen for PME1 inhibitors: inhibitors of human LYPLA1; 320,000 compounds, 0.16% hits; AID 2174; O75608; recombinant LYPLA1, FP-Rh probe fluorescence polarization; inhibition, % at 5.9 µM;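 active = inhibition above the mean of all tested compounds plus 3 SD, set per campaign, cut at about 14% in these data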;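 note: inhibitors block serine hydrolase probe labeling of LYPLA1 so polarization falls; 0% = enzyme with DMSO and 100% = wells lacking LYPLA1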
pPAFAH FP inh: pPAFAH (human) enzyme inhibition; Q13093; recombinant pPAFAH, FP-rhodamine probe fluorescence polarization; inhibition, % at 3.39 µM; 330,000 compounds, 1.5% hits; AID 463082;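 active = inhibition above the mean inhibition across the screen plus 3 SD, cut at about 25% in these data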;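 note: inhibitors block binding of the rhodamine activity-based probe so polarization drops; 0% = enzyme with DMSO and 100% = wells lacking pPAFAH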
PAFAH1B3 inh: inhibitors of human PAFAH1B3. 340,000 compounds, 0.28% hits. inhibition, % at 3.39 µM. recombinant PAFAH1B3, FP-rhodamine probe, fluorescence polarization. AID 492972. Q15102;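 active = inhibition above the screen-wide average of all tested compounds plus 3 SD, cut at about 25% in these data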;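 note: 0% = enzyme with DMSO only and 100% = wells lacking PAFAH1B3 protein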
PAFAH1B2 inh: inhibitors of human PAFAH1B2; P68402; recombinant PAFAH1B2, FP-rhodamine activity probe, fluorescence polarization; inhibition, % at 3.39 µM; 340,000 compounds, 1.2% hits; AID 492953;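 active = inhibition above the mean of all tested compounds plus 3 SD, cut at about 24% in these data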;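 note: 0% = enzyme with DMSO and 100% = wells lacking PAFAH1B2; many of its hits are not listed in these tables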
LYPLA2 counter: counter-screen for PME1 inhibitors: inhibitors of human LYPLA2; recombinant LYPLA2, FP-Rh probe fluorescence polarization; AID 2177; 320,000 compounds, 0.38% hits; inhibition, % at 5.9 µM; O95372;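 active = inhibition above the screen-wide mean plus 3 SD, limit set per campaign, cut at about 26% in these data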;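 note: 0% = LYPLA2 with DMSO and 100% = wells lacking LYPLA2 enzyme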
* = called active by the depositor; . = no result given; & = joins results of further samples; ! = a repeat was not active. Some of the compounds tested; rates above refer to the full screens.

entry	smiles	GSTO1 counter	PAD4 inh	PREPL inhibitor	PME-1 primary	LYPLA1 counter	pPAFAH FP inh	PAFAH1B3 inh	PAFAH1B2 inh	LYPLA2 counter
1	Nc1c(C=C2C=CC(=O)C=C2)c(=O)nc2sc(CC(=O)N3CCCCC3)nn12	3	-3	28	-1	-2	17	8	17	8
2	CCOC(=O)Nc1cccc(OCC(=O)Nc2ccccc2OC)c1	6	-5	0	-8	-4	2	8	1	-7
3	CCn1c(O)c(C=Nc2ccccc2)n(-c2ccccc2)c1=S	-3	-2	-1	5	2	-1	5	2	2
4	O=C(Nc1ccc(S(=O)(=O)Nc2ncccn2)cc1)c1ccccc1NS(=O)(=O)c1ccc(Cl)cc1	-261	-1	-4	3	1	5	3	3	3
5	CCOc1ccc(/C=N/Nc2ccccn2)cc1OC	11	-5	1	1	0	3	0	0	-4
6	CC(=O)N1c2ccc(S(=O)(=O)N3CCC(C(=O)N4CCN(c5ccccc5)CC4)CC3)cc2CC1C (configuration not stated)	5	-5	13	3	10	2	2	6	58*
7	O=C(C(=O)N1CCc2ccccc2C1)c1cn(CC(=O)N2CCCC2)c2ccccc12	2	-4	3	7	3	4	-4	1	3
8	COc1cccc(Nc2c(F)c(OC)c(F)c(F)c2C(=O)O)c1	0	1	5	-1	0	2	0	8	1
9	C=C(C)c1cccc(C(C)(C)NC(=O)Nc2cc(C)ccc2OC)c1	-2	6	4	-1	0	7	5	6	2
10	COc1ccc(OC)c(S(=O)(=O)N2CCC(C(=O)NCCc3ccc(OC)c(OC)c3)CC2)c1	4	0	3	4	2	2	3	-2	3
11	Cc1ccc(C(=O)Cn2nnc(-c3ccccc3)n2)cc1	0	1	-1	-3	0	0	9	6	8
12	CC1CCC(NC(=O)c2nn(C)c3c2CSc2ccccc2-3)CC1 (configuration not stated)	-4	3	-2	4	-3	6	1	0	-9
13	COc1ccc([N+](=O)[O-])cc1N(CC(=O)NC1CCCCC1)S(C)(=O)=O	7	-1	12	-3	-1	-2	-2	3	1
14	CCn1c(CSc2nc(C)cc(C)n2)nnc1SCC(=O)N1CCCc2ccccc21	3	3	-1	-4	-2	0	6	0	-4
15	O=c1[nH]ncc2c3ccccc3n(Cc3cccc(Cl)c3)c12	-7	-6	-28	-3	-2	2	3	-3	-8
16	O=C1NC(=O)/C(=C/c2ccc(-c3cc(C(=O)O)ccc3Cl)o2)S1	-72	-6	3	-10	3	18	19	8	0
17	CC(=O)C1(C)N(O)C(C)(C)C(c2ccco2)=[N+]1[O-] (configuration not stated)	8	2	8	0	5	-2	4	2	2
18	COc1ccc(-c2csc(/C(C#N)=C\c3ccc(O)c([N+](=O)[O-])c3)n2)cc1OC	16	-1	11	15	7	12	6	2	9
19	C[C@@H]1C=CC(=O)O[C@@H]1c1ccc(C(F)(F)F)cc1	-6	4	-14	-1	2	6	.	.	12
20	COc1ccc(N2CCN(C(=O)c3cc(-c4cc(OC)ccc4OC)nc4ccccc34)CC2)cc1	2	2	28	5	-1	8	7	6	6
21	CC1CN(c2ccc(NC(=S)NNCCC#N)cc2)CC(C)O1 (configuration not stated)	-7	0	-2	-2	-1	-5	-2	6	-3
22	Cc1c(Cl)cccc1NC(=S)NCc1ccco1	13	2	-6	0	3	2	4	1	4
23	CCCc1cc(=O)n2[nH]c(-c3cc(OC)c(OC)c(OC)c3)nc2n1	-18	-7	-2	-5	2	-5	4	4	7
24	CN(c1ccccc1)S(=O)(=O)c1ccc(Cl)c(C(=O)NCc2ccccc2CN2CCCC2)c1	.	-1	15	0	-2	-1	3	-2	-1
25	O=C(NCc1ccccc1Cl)NC(=O)c1csc([N+](=O)[O-])c1	8	-2	-1	2	2	2	3	11	11
26	Cc1cc(C(=O)NCc2csc(-c3ccccc3)n2)no1	7	1	9	-3	-8	7	14	4	-4
27	O=C(NCc1ccccc1)C1=C[C@H](c2csc3ccccc23)C[C@H](OCc2ccc(CO)cc2)O1	-5	-3	18	-17	-16	0	-10	-7	-23
28	O=C(CN1CCCC1)Nc1nc(-c2ccc3c(c2)CCN3C(=O)c2ccccc2F)cs1	0	-4	-2	-2	3	8	-4	-2	5
29	N#Cc1ccc(COC(=O)c2ccc3c(c2)OCO3)cc1	-2	-2	6	6	2	5	-2	-1	15
30	COc1ccc(C2NC3=C(CCC3)C3(C#N)C4(N=C(N)C23C#N)OCCO4)cc1 (configuration not stated)	12	-6	29	9	-2	6	1	-2	10
31	Cc1ccc(S(=O)(=O)N2CCN(C(=O)CC(C)n3cncn3)CC2)cc1 (configuration not stated)	0	-2	-1	-4	0	3	6	17	1
32	O=C(NCCc1cnn(-c2ccccc2)c1)c1cc(COc2c(F)cccc2F)on1	-6	-6	-15	-1	1	0	-8	0	3
33	N=c1c2c(-c3ccccc3)c(-c3ccccc3)oc2ncn1CCCN1CCOCC1	0	-2	5	0	-4	0	-4	5	-1
34	N=c1ccn(Cc2ccc(Cl)c(Cl)c2)cc1	-8	-5	2	-8	-4	-6	5	-1	-10
35	COCCOc1ccc(C(F)(F)F)cc1NC(=O)COC(=O)c1c(C)noc1C	0	-4	-14	7	-2	5	9	-1	3
36	CCn1c(O)c(N=NC(=O)c2cccs2)c2ccccc21	-4	6	4	3	0	4	9	7	-7
37	CN(Cc1ccccc1)C(=O)C1CCN(Cc2ccc(F)cc2)CC1	0	-4	-5	1	2	3	-1	-1	4
38	COc1ccc(Nc2ccc([N+](=O)[O-])cn2)cc1	5	-2	15	1	-3	1	3	3	9
39	CCN1C(=O)c2cccc3c(NS(=O)(=O)c4ccc(NC(C)=O)cc4)ccc1c23	-2	-6	5	-1	3	-2	4	2	-2
40	COc1cc(C(=O)NCCC(=O)NC2CCC(C)CC2)cc(OC)c1OC (configuration not stated)	3	-4	0	-8	-2	-3	8	4	-2
41	COc1cc(OC)cc(C(=O)NNC(=O)c2ccc(S(=O)(=O)N3CC(C)OC(C)C3)cc2)c1 (configuration not stated)	1	0	-3	0	-2	-1	6	6	0
42	Cc1cc2c(cc1C)N(C(=O)CSc1nncn1C)C(C)(C)c1ssc(=S)c1-2	-6	33*	16	8	2	8	6	5	6
43	COc1cccc(/C=C2\CCc3ccccc3C2=O)c1	-5	2	-3	-3	0	7	3	-2	16
44	COc1cc(/C=C2/C(=N)N3N=C(CC(=O)N4CCOCC4)SC3=NC2=O)ccc1OC(C)c1ccccc1 (configuration not stated)	-5	-5	5	-5	-5	9	-5	28*	-3
45	O=C(CNCc1ccc(Cl)cc1)Nc1ccc(C(=O)N2CCCCC2)cc1	1	2	10	-1	-2	6	-5	9	0
46	COc1cc(C(=O)NC(CCSC)C(=O)OCc2cc([N+](=O)[O-])cc3c2OCOC3)cc(OC)c1OC (configuration not stated)	6	-4	1	-1	-4	5	9	5	1
47	C/C(=N/NC(=O)C1CCN(S(=O)(=O)c2ccc(C)cc2)CC1)c1cccc([N+](=O)[O-])c1	6	1	19	7	-1	2	7	-1	3
48	Clc1ccccc1OCc1nnc2n1CCCCC2	16	1	-16	-9	4	1	-3	7	3
49	Cc1ccccc1C(=O)NC(C)C1CC2CCC1C2 (configuration not stated)	15	1	-4	-3	1	5	5	16	4
50	CCOC(=O)Cc1nc2ccccc2[nH]1	0	2	10	2	-1	20	9	2	3

(further entries)
entry	smiles	GSTO1 counter	PAD4 inh	PREPL inhibitor	PME-1 primary	LYPLA1 counter	pPAFAH FP inh	PAFAH1B3 inh	PAFAH1B2 inh	LYPLA2 counter
51	COc1cc(C2C(C(=O)c3ccc(C)o3)=C(O)C(=O)N2c2cc(C)on2)ccc1O (configuration not stated)	3	-1	-2	5	-2	1	-5	1	-4
52	CC(=O)c1cccc(Nc2nc(-c3sc(N)nc3C)cs2)c1	14	-7	42	5	-6	20	13	9	-3
53	Cc1[nH]c2ccccc2c1C(=O)COC(=O)c1cccc(S(=O)(=O)N2CCCCC2)c1	-16	-9	-18	-38	-24	-6	-12	-10	-49
54	CC1=CCC2C(=O)N(c3cccc(C(=O)NCc4ccccc4)c3)C(=O)C2C1 (configuration not stated)	5	-6	3	-2	2	8	6	8	-4
55	CCNC(=O)CP(=O)(c1ccccc1)c1ccccc1	3	1	-5	-2	-1	-10	5	-4	-5
56	CC(C)Cc1nc(Cl)c(C#N)c2c1CCCC2	6	-1	-6	-3	1	0	-1	0	9
57	COC(=O)c1ccc(C(=O)N2CCCC(N3CCN(c4ccc(F)cc4)CC3)C2)nc1 (configuration not stated)	4	-2	17	1	1	-2	16	-5	2
58	C=C[C@]1(C)C[C@@H](OC(=O)CSCCN(CC)CC)[C@]2(C)C(C)CC[C@]3(CCC(=O)[C@H]32)[C@@H](C)[C@@H]1O (some centres not stated)	4&-3	-1&-4	30&25	-3&-9	15*!	2&-4	4&6	2&-3	0&15
59	O=[N+]([O-])c1cccc(Nc2nc(Cl)nc(Cl)n2)c1	5	4	-3	7	-2	5	8	-2	-4
60	Cc1ccccc1OC(C)C(=O)Nc1cccnc1 (configuration not stated)	0	8	1	2	-1	2	7	-4	-2
61	CC(=O)c1ccc(O)c(CC=C(C)C)c1	8	2	1	5	-1	0	2	4	6
62	CC(/C=N/n1c(COc2ccccc2)n[nH]c1=S)=C\c1ccco1	-2	0	-11	-3	0	10	-1	8	3
63	N#CC1(NC(=O)COC(=O)CSc2ccc(F)cc2)CCCCC1	7	-3	-7	0	2	21	8	18	2
64	Cc1ccc(S(=O)(=O)N2C[C@@H]3[C@H]4CC[C@H](C4)[C@@H]3[C@@H](C)[C@H]2C#N)cc1	.	-2	.	.	.	5	3	19	.
65	COC(=O)c1ccccc1NC(=O)C1CC(=O)N(c2ccc(F)cc2)C1 (configuration not stated)	8	-5	-8	8	2	3	-2	6	7
66	Cc1ccc(S(=O)(=O)Nc2cccc3c2O[C@@H](CN(C)C(=O)Nc2ccc4c(c2)OCO4)[C@H](C)CN([C@@H](C)CO)C3=O)cc1	.	0	11	.	.	4	2	3	.
67	CO/N=C(\C(=O)N[C@@H]1C(=O)N2C(C(=O)O)=C(COC(N)=O)CS[C@H]12)c1ccco1	7	-4	-3	1	-2	7	4	5	-2
68	CC1=NN(c2ccc(C)cc2)C(=O)/C1=C\C=C\c1ccccc1	6	-3	6	9	0	2	10	-2	-3
69	CCOC(=O)CSc1nc2c(c(-c3ccc(C)o3)c1C#N)CCCC2	-1	-1	-7	-6	-1	4	-6	0	2
70	CSCCC(NS(=O)(=O)c1ccc2c(c1)OCCO2)C(=O)N(C)Cc1ccc(F)cc1 (configuration not stated)	0	3	5	2	5	5	8	3	10
71	CCOC(=O)c1c(C)[nH]c(C(=O)OCC(=O)c2c(N)n(C)c(=O)n(C)c2=O)c1C	-5	2	2	-5	-2	-4	.	.	-8
72	COc1ccc(-n2c(-c3ccc(Br)cc3)c[n+]3c2SC(C)C3)cc1 (configuration not stated)	-7	1	28	-3	3	7	-8	2	9
73	Cc1nc2ccc(S(=O)(=O)NCC(=O)NCCN3CCCCCC3)cc2s1	-5	3	22	-2	0	5	6	-1	0
74	CCOc1ccc(C(=O)NC2CCCCCCC2)cc1	-4	3	-3	-8	0	4	8	7	0

Assay outcomes: PubChem BioAssay, The Scripps Research Institute Molecular Screening Center
